Screening data as filed in PubChem.
OXTR potentiate – potentiators of human oxytocin receptor; P30559; CHO-OTR cells, Fluo-8 calcium fluorescence, potentiator mode; 0% = oxytocin EC15, 100% = EC100; activation, % at 3 µM; 0.061% of 320,000 active; AID 2445;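 active = activation above that plate's cutoff, the mean activation of tested compounds plus 3 SD, cut at about 6.6% in these data, passing the limit was not always enough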;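 also: 100% uses oxytocin at 75 nM as the full agonist control; some results filed as inactive read as strong as hits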
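test system = CHO-OTR cells, human receptor | compound = single-point 3.0 µM | schedule = 6 min compound pre-incubation at room temperature, 100 s kinetic read | signal = Fluo-8 no-wash calcium dye fluorescence, excitation 470-495 nm, emission 515-575 nm | repeats = single well per compound, singlicate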
OXTR ag – agonists of human oxytocin receptor; CHO-OTR cells, Fluo-8 calcium fluorescence; normalized: DMSO 0%, oxytocin 100%; activation, % at 3 µM; 0.32% of 320,000 active; AID 2435;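 active = activation above the mean of all tested compounds plus 3 SD, cutoff set per screening run, cut at about 20% in these data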;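 also: peak over basal fluorescence ratio from a 100 s FLIPR kinetic read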
V1aR counter – V1a receptor agonism, counter-screen for OXTR agonists | 0.25% of 320,000 active | activation, % at 3 µM | CHO-V1R cells, Fluo-8 calcium fluorescence, agonist mode; 0% DMSO, 100% 3 nM vasopressin;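 active = activation above the mean activation of all tested compounds plus 3 SD, per screening run, cut at about 20% in these data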;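 also: signal is peak over basal fluorescence ratio across a 100 second FLIPR read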
Target sequence (P37288 whole entry, looked up): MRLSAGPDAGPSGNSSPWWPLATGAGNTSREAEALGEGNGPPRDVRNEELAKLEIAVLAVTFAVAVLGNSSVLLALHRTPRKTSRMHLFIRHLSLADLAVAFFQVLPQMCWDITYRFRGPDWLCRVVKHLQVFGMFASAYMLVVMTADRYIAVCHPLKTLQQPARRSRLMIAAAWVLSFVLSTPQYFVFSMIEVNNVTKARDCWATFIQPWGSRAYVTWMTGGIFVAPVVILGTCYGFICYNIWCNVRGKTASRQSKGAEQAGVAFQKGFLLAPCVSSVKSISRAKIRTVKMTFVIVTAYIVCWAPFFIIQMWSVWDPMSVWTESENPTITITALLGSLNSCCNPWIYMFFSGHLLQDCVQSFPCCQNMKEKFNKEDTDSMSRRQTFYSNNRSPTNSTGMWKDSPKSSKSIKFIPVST
CHO-K1 Ca antag – counter-screen for M1 antagonists: effect in parental CHO-K1 cells; ATP-induced calcium, Fluo-8 fluorescence; 0.6% of 360,000 active; inhibition, % at 3 µM;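 active = inhibition above a per-plate cutoff, the plate's mean sample inhibition plus 3 SD, cut at about 24% in these data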;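 also: 0% = DMSO plus EC80 ATP and 100% = DMSO alone without ATP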
TAAR1 antag – human TAAR1 antagonism. AID 624466. CHO RD-HGA16 TAAR1, Fluo-8 calcium fluorescence, antagonist. Q96RJ0. inhibition, % at 3 µM. 1.5% of 360,000 active;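 active = inhibition above a per-plate cutoff, the mean inhibition of test compounds on that plate plus 3 SD, cut at about 49% in these data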;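 also: 0% = DMSO plus EC80 beta-PEA response and 100% = DMSO alone without agonist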
Target sequence (Q96RJ0 whole entry, looked up): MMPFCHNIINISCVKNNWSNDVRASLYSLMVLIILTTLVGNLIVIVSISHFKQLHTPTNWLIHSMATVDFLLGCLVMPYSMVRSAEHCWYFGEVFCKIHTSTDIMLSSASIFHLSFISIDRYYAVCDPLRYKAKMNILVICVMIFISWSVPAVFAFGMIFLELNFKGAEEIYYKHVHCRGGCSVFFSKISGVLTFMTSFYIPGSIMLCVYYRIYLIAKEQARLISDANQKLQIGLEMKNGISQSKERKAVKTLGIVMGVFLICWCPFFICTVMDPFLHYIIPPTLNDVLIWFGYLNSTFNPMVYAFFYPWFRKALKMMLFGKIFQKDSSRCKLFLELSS
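Test system – hTAAR1-expressing CHO RD-HGA16 cells, Gα16-coupled · Reagent – β-PEA at EC80 concentration, post-compound challenge · Compound dosing – 3 µM, single point · Timing – 140 s kinetic read after compound, 140 s after agonist · Detection – Fluo-8 intracellular calcium dye fluorescence, real-time kinetic reads · Control set – DMSO and EC80 PEA controls · Repeats – n of 1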
M1 PAM parental – nonselective activator or artifact in parental CHO-K1 calcium assay. ATP EC20, Fluo-8 calcium fluorescence; 0% at ATP EC20, 100% at ATP max. activation, % at 3 µM. 0.02% of 360,000 active. AID 602247;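 active = activation above the run cutoff, the mean activation of all test compounds plus 3 SD, cut at about 40% in these data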;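 also: peak over basal fluorescence ratio in a 140 s read after ATP addition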
M1 ag parental – M1 agonist counterscreen hit in parental CHO-K1 cells; 0.48% of 360,000 active; activation, % at 3 µM; Fluo-8 calcium fluorescence; scaled to maximal ATP response, vehicle zero; AID 602248; in the data active = activation above about 15%;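 also: untransfected CHO-K1 host cells lacking M1 receptor as counterscreen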
GPR7 antag – antagonists of human GPR7 (neuropeptides B/W receptor 1) | P48145 | GPR7-expressing cells, fluorescence antagonist assay | inhibition, % at 4.4 µM | 1.1% of 290,000 active | AID 1861; in the data active = inhibition above about 16%, passing the limit was not always enough;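 also: cells stimulated with the agonist NPW; 0% = agonist with vehicle and 100% = vehicle without agonist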
CHO parental Ca – counter-screen: ATP calcium response change in parental CHO cells | parental CHO-K1, ATP-induced calcium, Fluo-8 fluorescence | 0.63% of 330,000 active | inhibition, % at 5.6 µM | AID 463079;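 active = inhibition above that plate's mean sample inhibition plus 3 SD, cut at about 26% in these data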;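 also: 0% = ATP-challenged DMSO wells and 100% = DMSO wells without ATP; some compounds past the cut are filed as inactive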
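Test system: untransfected parental CHO cell line. Compound: one dose, 5.6 µM nominal. Detection: intracellular calcium via Fluo-8 no-wash fluorescent dye. Measure: % inhibition. Benchmarks: ATP-challenged DMSO wells low, unchallenged DMSO wells high.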
* hit, by the source's call; / = not tested or not shown.

Codes – A = OXTR potentiate; B = OXTR ag; C = V1aR counter; D = CHO-K1 Ca antag; E = TAAR1 antag; F = M1 PAM parental; G = M1 ag parental; H = GPR7 antag; I = CHO parental Ca
> Cc1cccc(OP(=O)(Oc2cccc(C)c2)OC(c2ccccc2)C(F)(F)F)c1 (centres undefined)
  A: -15.3 | B: -0.7 | C: 1.0 | D: -8.1 | E: 27.5 | F: 21.8 | G: 1.1 | H: -14.5 | I: 43.0*
> CC(C)CCNC(=O)c1cc(C(=O)c2cc(Br)ccc2O)cn(CCC(C)C)c1=O
  A: -2.1 | B: 0.9 | C: 0.4 | D: 14.2 | E: -6.3 | F: -9.5 | G: 0.0 | H: -16.4 | I: -8.4
> O=C1C(Cl)=CC(=Nc2ccc(O)cc2)C=C1Cl
  A: -3.5 | B: -0.2 | C: -0.2 | D: -9.4 | E: 18.5 | F: 8.8 | G: 1.0 | H: / | I: -1.7
> CCOP(=O)(OCC)C(O)c1ccccc1 (centres undefined)
  A: -6.0 | B: -1.3 | C: 0.9 | D: 1.8 | E: -3.6 | F: -13.4 | G: -0.5 | H: -9.1 | I: -4.2
> NC1CCc2cc(O)c(O)cc2C1 (centres undefined)
  A: 5.5 | B: 0.8 | C: 0.3 | D: -2.2 | E: -28.5 | F: 17.4 | G: -0.3 | H: / | I: 0.0
> CCC1(C)OC(c2ccccc2)=C/C(=C/C=C2C(=O)NC(=O)NC2=O)O1 (centres undefined)
  A: / | B: / | C: / | D: 13.1 | E: 67.9* | F: 2.3 | G: 14.3 | H: 7.5 | I: /
> C[C@H](CO)N1C[C@H](C)[C@@H](CN(C)C(=O)Oc2ccc3ccccc3c2)OCc2cn(nn2)CCCC1=O
  A: / | B: / | C: / | D: 5.2 | E: -8.6 | F: 11.1 | G: 0.4 | H: / | I: /
> CC(Cc1ccccc1)N1Cc2ccccc2C1 (centres undefined)
  A: -6.9 | B: 0.5 | C: 0.6 | D: -10.5 | E: / | F: 20.1 | G: 1.4 | H: -2.4 | I: -11.2
> Cc1nc2c(C(=O)N3CCC4(CC3)OCCO4)cnn2c(C)c1Cc1cccc(Cl)c1
  A: -17.7 | B: -1.0 | C: -0.2 | D: -5.6 | E: -5.3 | F: -5.5 | G: 6.4 | H: -9.8 | I: 2.2
> CCOP(=O)(OCC)C(NC(=O)c1ccccc1)=C(Cl)Cl
  A: -9.0 | B: -0.7 | C: 0.5 | D: -13.8 | E: -19.9 | F: 19.7 | G: 1.1 | H: -3.5 | I: 0.6
> O=C(COC(=O)Cc1ccccc1)NNC(=O)c1ccc([N+](=O)[O-])cc1
  A: -3.4 | B: 2.2 | C: 1.5 | D: -15.5 | E: 3.4 | F: 15.7 | G: 0.5 | H: / | I: -3.1
> COC(=O)C1=C(c2ccc(C(C)=O)cc2)C[C@@H]2CC[C@H]1N2C(=O)NCc1ccc(C(F)(F)F)cc1
  A: -9.8 | B: 44.6* | C: 33.0* | D: -5.5 | E: / | F: 9.1 | G: 23.7* | H: / | I: 10.7
> c1ccc(CC2CCCCN2)cc1 (centres undefined)
  A: -3.5 | B: 1.0 | C: 0.0 | D: -9.9 | E: -1.0 | F: 14.1 | G: -0.1 | H: -5.4 | I: -2.3
> COc1ccc(OC(=O)N(C)C)c(CN(C)C)c1
  A: -16.7 | B: -0.5 | C: 0.8 | D: 7.5 | E: -17.8 | F: -6.3 | G: 0.1 | H: -12.9 | I: -5.8
> O=S(=O)(c1ccc(Cl)cc1)N1CN2CCN(C2)C1
  A: -4.9 | B: 0.4 | C: 1.4 | D: -6.5 | E: 0.1 | F: 13.5 | G: 0.1 | H: -2.6 | I: -5.7

5 compounds drawn at random from the list so far:
Codes – A = OXTR potentiate; B = OXTR ag; C = V1aR counter; D = CHO-K1 Ca antag; E = TAAR1 antag; F = M1 PAM parental; G = M1 ag parental; H = GPR7 antag; I = CHO parental Ca
> Cc1cccc(OP(=O)(Oc2cccc(C)c2)OC(c2ccccc2)C(F)(F)F)c1 (centres undefined)
  A: -15.3 | B: -0.7 | C: 1.0 | D: -8.1 | E: 27.5 | F: 21.8 | G: 1.1 | H: -14.5 | I: 43.0*
> O=C(COC(=O)Cc1ccccc1)NNC(=O)c1ccc([N+](=O)[O-])cc1
  A: -3.4 | B: 2.2 | C: 1.5 | D: -15.5 | E: 3.4 | F: 15.7 | G: 0.5 | H: / | I: -3.1
> c1ccc(CC2CCCCN2)cc1 (centres undefined)
  A: -3.5 | B: 1.0 | C: 0.0 | D: -9.9 | E: -1.0 | F: 14.1 | G: -0.1 | H: -5.4 | I: -2.3
> CC(Cc1ccccc1)N1Cc2ccccc2C1 (centres undefined)
  A: -6.9 | B: 0.5 | C: 0.6 | D: -10.5 | E: / | F: 20.1 | G: 1.4 | H: -2.4 | I: -11.2
> CCC1(C)OC(c2ccccc2)=C/C(=C/C=C2C(=O)NC(=O)NC2=O)O1 (centres undefined)
  A: / | B: / | C: / | D: 13.1 | E: 67.9* | F: 2.3 | G: 14.3 | H: 7.5 | I: /

The list goes on.
Codes – A = OXTR potentiate; B = OXTR ag; C = V1aR counter; D = CHO-K1 Ca antag; E = TAAR1 antag; F = M1 PAM parental; G = M1 ag parental; H = GPR7 antag; I = CHO parental Ca
> COC(=O)C1=C(c2ccccc2OCc2ccccc2)C[C@@H]2CC[C@H]1N2C(=O)NCc1ccc(C(F)(F)F)cc1
  A: -6.5 | B: 1.5 | C: 2.6 | D: -2.1 | E: 32.9 | F: -2.5 | G: 2.4 | H: / | I: -34.0
> CCCCC(=O)N/N=C/c1c(O)n(CCCC)c(=S)[nH]c1=O
  A: -2.5 | B: -0.6 | C: 0.5 | D: -4.3 | E: -26.2 | F: 3.7 | G: 0.4 | H: -11.5 | I: -2.9
> CC[C@H](C)[C@@H]1O[C@@]2(C=CC1C)CC1C[C@@H](CC=C(C)C(O[C@H]3CC(OC)C(O[C@H]4CC(OC)C(O)C(C)O4)C(C)O3)C(C)C=CC=C3CO[C@@H]4C(O)C(C)=C[C@@H](C(=O)O1)[C@]34O)O2 (some centres undefined)
  A: -8.4 | B: 1.4 | C: 2.9 | D: / | E: / | F: / | G: / | H: / | I: -14.6
> O=c1c2ccccc2nc(Cc2ccccc2)n1-c1cccc(O)c1
  A: -4.7 | B: -1.0 | C: -0.1 | D: -7.5 | E: 3.1 | F: 16.4 | G: 0.9 | H: 4.7 | I: -16.2
> O=[N+]([O-])c1ccc(N2CCCCCC2)c2nonc12
  A: -26.5 | B: 412.8* | C: 534.2* | D: 52.8* | E: 65.7* | F: -20.1 | G: 161.8* | H: 40.9* | I: 93.3*
> Cc1cccc(-n2c(O)c(C=NC34CN5CN(CN(C5)C3)C4)c(=O)[nH]c2=O)c1
  A: -6.8 | B: 0.9 | C: 1.6 | D: 5.0 | E: -15.4 | F: 9.5 | G: 0.4 | H: -0.9 | I: -13.1
> CC(=O)c1ccc2c(c1)C1C(Cl)C(Sc3ccccc3[N+](=O)[O-])CC1C(c1ccccc1[N+](=O)[O-])N2 (centres undefined)
  A: -7.1 | B: -0.8 | C: -0.7 | D: 3.1 | E: 58.5* | F: 10.7 | G: 1.3 | H: 2.7 | I: 5.3
> Cc1cc([N+](=O)[O-])c2ccccc2[n+]1[O-]
  A: 2.4 | B: 0.2 | C: -0.3 | D: -10.3 | E: / | F: 10.1 | G: 0.4 | H: -9.3 | I: -8.1
> C1CCC2CCCCC2C1 (centres undefined)
  A: -4.3 | B: 1.2 | C: 1.0 | D: -6.2 | E: -2.4 | F: -8.4 | G: 0.3 | H: / | I: -3.9
> COC(=O)C(O)(c1ccc(N(C)C(=O)OC(C)C)cc1)C(F)(F)F (centres undefined)
  A: -11.5 | B: 3.8 | C: 5.1 | D: -9.6 | E: -1.4 | F: -3.4 | G: 4.3 | H: 5.4 | I: 1.1
> CCC(=O)OC1(Cc2ccc(CC)cc2)CC(C)N(C)CC1C (centres undefined)
  A: -8.9 | B: 0.5 | C: -0.9 | D: -4.7 | E: -38.0 | F: 11.7 | G: 2.1 | H: -6.3 | I: -5.1
> CC12CN3CCN(C1)CC(C)(C3)C2=NN
  A: -2.0 | B: 0.1 | C: 1.0 | D: 0.5 | E: -10.1 | F: 5.5 | G: 0.8 | H: -14.0 | I: 5.7
> CCOP(=O)(OCC)C(O)c1ccc2c(c1)OCO2 (centres undefined)
  A: 4.1 | B: 1.4 | C: 0.8 | D: -9.5 | E: -27.4 | F: 3.6 | G: 1.0 | H: -9.1 | I: 7.5
> Cc1cc(O)c2c3c(c(=O)oc2c1)CCC(C)C3 (centres undefined)
  A: -6.9 | B: 11.4 | C: 8.7 | D: 7.4 | E: 11.2 | F: -6.2 | G: 10.2 | H: -26.4 | I: 3.6

Not all compounds are listed (hit frequency here may not be typical).
